# Assay outcomes as filed in PubChem.
# eLon inh: E. coli protease La inhibition; P0A9M0; purified E. coli Lon protease, fluorescence polarization; inhibition, % at 7.94 µM; 0.42% of 360,000 active; AID 602123; in the data active means inhibition above about 13%, passing the limit was not always enough;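 further: 0% = enzyme with probe and DMSO and 100% = no enzyme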
# Target sequence (P0A9M0 whole entry, looked up): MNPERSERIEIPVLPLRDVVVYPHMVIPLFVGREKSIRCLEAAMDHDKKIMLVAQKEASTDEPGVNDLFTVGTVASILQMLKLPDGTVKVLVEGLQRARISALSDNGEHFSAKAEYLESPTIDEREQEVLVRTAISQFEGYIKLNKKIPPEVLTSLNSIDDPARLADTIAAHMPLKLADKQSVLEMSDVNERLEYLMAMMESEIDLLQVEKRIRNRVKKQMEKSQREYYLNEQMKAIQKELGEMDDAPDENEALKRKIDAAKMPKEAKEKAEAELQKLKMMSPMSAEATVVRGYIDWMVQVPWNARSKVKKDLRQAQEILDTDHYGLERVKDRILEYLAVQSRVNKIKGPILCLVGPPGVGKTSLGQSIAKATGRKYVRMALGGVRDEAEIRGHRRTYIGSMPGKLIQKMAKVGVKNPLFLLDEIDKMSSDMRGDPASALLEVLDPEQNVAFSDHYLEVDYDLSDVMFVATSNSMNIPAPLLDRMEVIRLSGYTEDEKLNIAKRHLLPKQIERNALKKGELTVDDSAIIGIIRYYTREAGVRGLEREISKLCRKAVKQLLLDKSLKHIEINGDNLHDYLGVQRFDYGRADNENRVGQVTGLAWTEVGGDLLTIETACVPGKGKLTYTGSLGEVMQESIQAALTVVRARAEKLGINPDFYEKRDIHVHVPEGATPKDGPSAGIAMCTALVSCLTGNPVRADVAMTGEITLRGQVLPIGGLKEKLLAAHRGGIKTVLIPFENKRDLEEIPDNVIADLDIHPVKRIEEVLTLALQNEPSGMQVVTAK
# Tb MetRS inh: Trypanosoma brucei MetRS inhibition; purified T. brucei MetRS, ATP depletion, Kinase-Glo luminescence; inhibition, % at 11.9 µM; 0.4% of 360,000 active; AID 624268;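 active means inhibition above a per-plate cutoff of the control wells' mean inhibition plus 3 SD, cut at about 5.5% in these data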;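 further: 0% = DMSO wells median and 100% = median of wells with control inhibitor compound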
#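 Material – parasite MetRS enzyme · Medium – HEPES-MgCl2-KCl buffer plus DTT, spermine, BSA, pyrophosphatase · Reagent – ATP, methionine and E. coli bulk tRNA substrates · Times – 15 min enzyme-compound preincubation, 2 h reaction, 10 min detection, 25 °C · Measured by – luminescence of leftover ATP · Evaluation – percent inhibition relative to median high and low control wells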
# DNMT1 block: blocks human DNA methyltransferase DNMT1 | P26358 | DNMT1 molecular beacon, Hinp1I cleavage, fluorescence | inhibition (reported as % activation of signal), % at 10 µM | 0.83% of 360,000 active | AID 588458; in the data active means inhibition above about 50%
# MsrA inhibitor: inhibitors of bovine MsrA; inhibition, % at 15.5 µM; purified bovine MsrA, absorbance read-out; 0.75% of 360,000 active; in the data active means inhibition above about 4.5%;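 further: 0% = vehicle wells with enzyme and 100% = reference inhibitor wells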
# bovine MsrA act: bovine methionine sulfoxide reductase A activation. purified bovine MsrA, absorbance read-out. activation, % at 10.6 µM. 0.3% of 360,000 active; in the data active means activation above about 7.5%;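 further: 0% = vehicle and 100% = reference activator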
# LMPTP inh: blocks human LMPTP phosphatase. inhibition, % at 20 µM. 0.22% of 360,000 active. P24666. recombinant LMPTP-A, OMFP fluorogenic substrate, fluorescence intensity;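 active means compounds that cut the enzyme signal by at least half of the control window in the single-dose screen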;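 further: plate controls were DMSO wells with enzyme plus substrate for no effect and substrate without enzyme for full effect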
# Target sequence (P24666 whole entry, looked up): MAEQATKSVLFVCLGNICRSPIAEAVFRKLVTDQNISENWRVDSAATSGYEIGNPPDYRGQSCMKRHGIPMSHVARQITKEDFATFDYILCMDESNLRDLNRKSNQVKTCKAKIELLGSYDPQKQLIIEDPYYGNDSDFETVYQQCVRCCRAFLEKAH
#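 Test system: LMPTP-A phosphatase enzyme. Amount: LMPTP-A at 0.625 nM final in the reaction. Reagent: OMFP substrate, 400 µM final. Times: 50 min at room temperature. Signal: endpoint fluorescence intensity from OMFP dephosphorylation. Read-out basis: % inhibition. Benchmarks: no-enzyme and uninhibited controls.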
# Scp1 inh: Scp-1 (human) phosphatase inhibition; Recombinant Scp1, phosphopeptide, malachite green phosphate absorbance; inhibition, % at 20 µM; 0.88% of 340,000 active; AID 493091;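 active means inhibition above about 50% at 20 µM, limit read from the data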;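 further: plate controls were DMSO wells with enzyme for no effect and wells lacking enzyme for full effect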
#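 Test system: SCP-1 phosphatase catalytic domain, residues 76-261 | Compound dosing: One concentration, 20 µM, with 1.0% DMSO | Schedule: 45 min room-temperature reaction, 5 min colour, 30 min stabiliser | Detection: Absorbance at 630 nm | Read-out basis: % inhibition of SCP-1 phosphate liberation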
# CendR NRP1 mod: alters CendR peptide binding to human NRP-1; O14786; FAM-RPARPAR peptide binding to NRP-1, fluorescence polarization; inhibition, % at 25 µM; 0.85% of 360,000 active;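 active means inhibition or corrected inhibition above about 18%, plus a signal ratio from 0.5 to 1.5, limit read from the data, passing the limit was not always enough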; further: strong numbers were not always called active
# SUMO1-SIM PPI: SUMO1-SIM interaction modulation; SUMO1 binding to a labelled peptide, TR-FRET, 1 h; inhibition, % at 20 µM; 0.33% of 360,000 active; AID 602429; in the data active means inhibition above about 37%
# Target sequence (P63165 whole entry, looked up): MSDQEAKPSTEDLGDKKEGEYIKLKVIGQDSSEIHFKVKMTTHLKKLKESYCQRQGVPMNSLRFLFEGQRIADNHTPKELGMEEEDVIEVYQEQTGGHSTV
# STEP block: inhibitors of human striatal-enriched phosphatase STEP | 0.25% of 360,000 active | inhibition, % at 20 µM | P54829 | AID 588621 | recombinant STEP, OMFP fluorogenic substrate, fluorescence;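 active means inhibition at 20 µM, scaled per plate between control wells, above about 37%, limit read from the data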;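 further: 0% = DMSO with enzyme and substrate and 100% = substrate only without enzyme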
#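 Test system: STEP tyrosine phosphatase / Reagent: OMFP at 25 µM / Doses: 20 µM, 1% DMSO / Read-out: percent inhibition scaled to no-enzyme and uninhibited-enzyme controls, plate-pattern corrected / Detection: FITC-channel fluorescence of OMFP product / Medium: Bis-Tris buffer pH 6.0, 2.5 mM DTT, 0.005% Tween 20 / Schedule: 20 min at room temperature, dark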
# An asterisk follows results filed as active; / = no result given. This is a random part of the collection; about 4.3% have a hit in one of these screens.
# A first look (two entries):
# Below each SMILES: CendR NRP1 mod	LMPTP inh	bovine MsrA act	eLon inh	SUMO1-SIM PPI	DNMT1 block	Tb MetRS inh	STEP block	Scp1 inh	MsrA inhibitor
- O=C(c1ccccc1)N1CCN(c2ccc([N+](=O)[O-])cc2-n2cccc2)CC1
→ 8	4.4	-4	5	-25	5	-0.3	6	-7	0.9
- O=C(COC(=O)C1=COCCO1)Nc1c(F)cccc1F
→ -3	0.8	1	-22	22	-1	-0.5	0	-7	-1.2

# All compounds of this part, previewed entries included:
# Below each SMILES: CendR NRP1 mod	LMPTP inh	bovine MsrA act	eLon inh	SUMO1-SIM PPI	DNMT1 block	Tb MetRS inh	STEP block	Scp1 inh	MsrA inhibitor
- O=C(c1ccccc1)N1CCN(c2ccc([N+](=O)[O-])cc2-n2cccc2)CC1
→ 8	4.4	-4	5	-25	5	-0.3	6	-7	0.9
- O=C(COC(=O)C1=COCCO1)Nc1c(F)cccc1F
→ -3	0.8	1	-22	22	-1	-0.5	0	-7	-1.2
- Cc1cccc(NC(=O)c2cc(NC(=O)CCCC(=O)O)ccc2Cl)n1
→ -2	-0.6	-5	-4	5	-3	-0.2	0	-4	-1.1
- Cc1ccccc1C(c1ncccc1C)N(C)C(=O)C1CCN(CCOc2ccc(Cl)cc2Cl)CC1 (stereo not drawn)
→ -8	1.3	-5	-13	-2	-10	0.2	4	/	-1.2
- c1ccc2c(NC3=NCCCCS3)cccc2c1
→ 20	-0.4	-2	-1	-2	0	0.2	2	-7	1.9
- COc1ccccc1/C=C/C(=O)Nc1cccc(S(=O)(=O)N2CCOCC2)c1
→ -2	2.1	0	2	-3	-4	-0.3	4	-11	1.6
- Cc1[nH]c2ccccc2c1C(=O)CN1C(=O)NC(C)(c2ccc(Cl)cc2Cl)C1=O (stereo not drawn)
→ -29	2.9	-4	-4	-1	-18	0.5	-5	-5	-0.8
- COc1ccc(C)cc1NC(C)C(=O)NC(=O)NC1CCCCC1 (stereo not drawn)
→ 5	0.1	-1	-8	2	-6	-0.2	-3	-3	-1.0
- CS(=O)(=O)c1ccc(NCCc2ccccn2)c([N+](=O)[O-])c1
→ 12	-0.7	-2	-11	-26	0	-0.4	-1	-1	1.8
- Cc1[nH]n(C(C)(C)C)c(=O)c1Sc1ccc(Cl)cc1
→ 1	0.0	2	8	-2	-6	-0.5	2	-2	-0.1
- COCCN(C(=O)COC(=O)/C=C/c1ccc2c(c1)OCO2)c1c(N)n(Cc2ccccc2)c(=O)[nH]c1=O
→ 11	0.0	-2	-2	-10	2	-0.4	-3	-4	1.4
- CC1=C/C(=C\C=C(C#N)C#N)N(C)c2ccccc21
→ -121	20	-2	-68	-2	0	0.1	8	-1	-0.1
- Cc1cc2cc3c(cc2nc1SCC(=O)O)OCCO3
→ -12	-1.0	-6	1	-9	1	-0.9	2	-1	3.3
- COc1ccc(C)cc1NS(=O)(=O)c1ccc(NC(=O)CN(c2cc([N+](=O)[O-])ccc2C)S(C)(=O)=O)cc1
→ -3	1.3	-6	1	-8	-17	0.1	0	-8	0.0
- CCOC(=O)[C@H]1[C@H]2COc3ccc(Br)cc3[C@@H]2N2C(=O)c3cc(F)c(F)cc3NC(=O)[C@@]12C
→ 10	0.3	-8	4	6	-1	-0.5	1	-3	0.3
- CCc1c(C)c2c(C)nn(-c3ccccc3)c2[nH]c1=O
→ -1	-0.3	-7	-6	-1	2	-0.6	-2	1	-0.8
- Cc1ccc2c(c1)CCCN2S(=O)(=O)c1cccc(C(=O)Nc2ccccc2C(=O)O)c1
→ -10	-0.3	-2	-3	11	-2	0.2	-5	/	-0.8
- CC(=O)Nc1c(C)ccc(CNC(=O)COc2cc(C)ccc2C)c1C
→ -3	-0.7	-2	5	-3	2	-0.6	-4	-2	-0.3
- CCOc1ccc(OCC)c(NC(=O)C2CCN(S(=O)(=O)c3c(C)noc3C)CC2)c1
→ 7	-2.5	-5	-9	0	1	-1.4	8	-2	-1.1
- Cc1cc(C(=O)Nc2ccc(OCc3ccccc3)cc2)c(C)o1
→ -2	2.1	-1	-5	1	0	-0.1	-1	-13	0.2
- CCOC(=O)c1ccc(NC(=S)Nc2cc(C)cc(C)n2)cc1
→ 6	0.3	-3	-2	-1	18	-0.6	-2	0	0.9
- CCOC(=O)CN1C(=O)N[C@@H](c2ccccc2)C(C(=O)OC)=C1C
→ 0	0.9	-7	3	4	0	-0.5	0	0	/
- C=C(C)c1ccccc1NC(=O)CCN1C(=O)c2ccccc2S1(=O)=O
→ 4	-0.4	-2	0	2	-2	0.2	-2	-1	0.8
- COc1ccc(NC(=S)NCCCN2CCCC2)cc1
→ -11	-1.7	-1	6	1	-7	-1.2	9	6	1.4
- CN(C(=O)Cn1cnc([N+](=O)[O-])n1)C1CCCCC1
→ 2	-0.5	0	-5	-4	0	0.2	-3	-1	0.1
- Cc1ccc(Cc2c(-c3ccc(Br)cc3)nc3cc(C)ccn23)cc1
→ -8	10	-3	-7	6	8	-0.3	4	/	0.2
- O=C(O)CN1C(=O)/C(=C/c2ccccc2Cl)Oc2ccccc21
→ 6	-0.6	-2	1	-8	-2	0.2	0	-13	4.2
- Clc1ccc(C2Nc3ccccc3-n3cccc32)cc1 (stereo not drawn)
→ -8	0.5	-7	-1	5	1	-0.5	-1	4	0.9
- O=C(COC(=O)CCC(=O)c1ccccc1)NNC(=O)c1ccc(Cl)cc1
→ 10	0.5	-2	-1	-1	1	-0.3	1	-4	-1.8
- CCN(CC)Cc1cc(C(C)=O)ccc1OCC(C)C
→ -5	-2.5	-1	-13	-1	6	-0.5	0	2	1.7
- COc1cc(/C=C2/C(=O)NN(c3cccc(C)c3)C2=O)cc([N+](=O)[O-])c1O
→ 5	43	-12	6	10	58*	-0.3	51*	40	1.9
- Cc1c(NC(=O)c2ccc3c(c2)OCO3)c(=O)n(-c2ccccc2)n1C
→ -8	-0.3	2	7	3	1	-0.7	-1	-1	-0.9
- CC(C)c1ccc(-c2noc(C3CCCN(S(C)(=O)=O)C3)n2)cc1 (stereo not drawn)
→ 14	-0.3	-8	5	-3	0	-1.0	2	-20	1.1
- CC(C)(C)c1ccc2cc(F)cc(F)c2n1
→ 11	-1.3	-2	-1	7	5	0.2	2	/	-1.4
- COc1cc([N+](=O)[O-])cc2cc(C(=O)N3CCCC3)c(=O)oc12
→ 17	-0.5	-4	3	-24	0	-0.4	-1	-3	3.6
- CC(OC(=O)CNC(=O)c1ccccc1F)C(=O)Nc1nc(-c2ccccc2)cs1 (stereo not drawn)
→ 14	1.8	-1	1	-1	-1	0.2	-3	-10	-0.5
- COc1ccc(N2CCN(S(=O)(=O)c3ccc(Cl)c(C(F)(F)F)c3)CC2)cc1
→ 7	0.0	-2	2	0	6	0.1	-2	-2	-0.4
- Cc1ccc(/C=C/C(=O)N2CCN(c3ccc(F)cc3)CC2)o1
→ 0	-1.0	-3	-3	-2	1	-0.4	0	-2	1.2
- CSc1nc(SC(C)C(=O)O)c2c3c(sc2n1)COC(C)(C)C3 (stereo not drawn)
→ -8	-0.7	-4	2	-3	-1	-0.4	4	-4	0.6
- Cn1c(N)c(N=Cc2ccccc2)c(=O)n(C)c1=O
→ 20	-3.3	-2	19	-4	1	-0.2	1	-10	-0.4
- CC(C)C(C(=O)Nc1ccncc1)c1ccc(Cl)cc1 (stereo not drawn)
→ 3	-3.6	-5	-9	1	4	-0.4	-4	1	-1.5
- CCn1nnc(NC(=O)C(C)Oc2ccc(Cl)cc2Cl)n1 (stereo not drawn)
→ 4	-1.0	-15	-1	0	5	-0.9	-4	-3	1.0
- COc1ccccc1C(=O)N/C(=C\c1cn(S(=O)(=O)N(C)C)c2ccccc12)C(=O)N1CCN(C)CC1
→ -6	-0.4	-2	6	-4	-3	-0.1	0	/	1.0
- O=C(Cn1cc(COc2ccccc2C(F)(F)F)nn1)c1ccc(O)cc1
→ -7	-0.1	-4	2	7	46	-0.3	2	-11	1.5
- CC(=O)NS(=O)(=O)c1ccc(NC(=S)Nc2ccccc2)cc1
→ 7	-0.1	-2	-1	6	6	-0.4	-1	-8	-0.4
- CCOC(=O)C1CCCN(C2CC(=O)N(c3ccc(NC(C)=O)cc3)C2=O)C1 (stereo not drawn)
→ -4	1.1	-3	9	-6	-1	-0.4	-1	-1	1.6
- Cc1cnc(NC(=O)CSc2ncc(-c3ccccc3)n2Cc2ccco2)s1
→ 1	2.3	0	4	-5	-10	-0.6	1	0	-0.6
- CCOC(=O)C1CN(c2cc3c(cc2F)c(=O)c(C(=O)O)cn3CC)OC1C(=O)OCC (stereo not drawn)
→ 7	1.5	-2	-5	3	0	-0.1	3	-15	-1.2
- COc1ccc(NS(=O)(=O)c2ccc(NC(=S)NC(=O)c3ccc(Br)cc3)cc2)nn1
→ 2	0.0	-2	9	7	5	0.5	5	-11	1.1
- CCOC(=O)[C@@H]1[C@H]2COc3ccccc3[C@H]2N2C(=O)N(c3cccc(Cl)c3)C(=O)[C@@]12C
→ 5	1.6	-10	6	7	4	-0.5	-2	4	/
- COc1ccc(/C=C(/NC(=O)c2ccccc2)C(=O)N/N=C/c2ccc3c(c2)OCO3)cc1OC
→ -2	-0.3	-5	-6	-12	-1	0.1	-2	25	6.4*
- CCOc1ncccc1C(=O)OCC(=O)Nc1nnc(-c2ccccc2)o1
→ -25	-1.4	-1	-3	17	8	0.0	-1	-7	0.6
- O=C(O)/C(=C\c1ccc(Cl)c([N+](=O)[O-])c1)c1ccc(S(=O)(=O)N2CCCCC2)s1
→ -27	1.5	-5	6	9	-18	0.0	-1	8	-0.5
- CCCn1nc(NC(=O)c2ccncc2)c2cc3ccccc3nc21
→ -36	0.8	-3	-7	-22	-3	0.1	3	-4	1.2
- Cc1cc(C)c(NC(=O)CCn2nnc3ccccc32)c(C)c1
→ 2	-1.9	-4	-4	-2	1	0.2	-1	-12	2.5
- O=C(NCc1ccccn1)c1ccc(Cn2c(=S)[nH]c3ccccc3c2=O)cc1
→ -6	0.2	-2	13	5	0	0.2	-3	0	-0.3
- O=S(=O)(NCCSCc1ccc(Cl)c(Cl)c1)c1ccc2c(c1)OCCO2
→ 0	3.9	-9	-1	-4	-8	-2.2	-1	-2	2.8
- CC1CC(=O)N(CC(=O)NCc2ccc(F)cc2)c2ccccc2S1(=O)=O (stereo not drawn)
→ -1	-0.8	-3	-3	0	0	0.0	-3	-5	-0.2
- CC1CCC(NC(=O)c2cnccn2)CC1 (stereo not drawn)
→ 7	-2.8	2	-9	-1	-3	-0.8	-1	3	1.0
- CCNC(=O)COC(=O)CCNC(=O)c1ccc(Cl)cc1
→ 11	1.0	-3	-2	-3	-1	-0.4	0	-7	-0.8
